High-throughput results as filed in PubChem.
BCR signal inh = chronic active BCR signaling inhibition | ABC-DLBCL IkBa-CBG/CBR reporter, luminescence ratio, 4 h | AID 493014 | Potency, µM (series often up to 46.1 µM), without a hit: at the highest dose ratio change, negative = lower green/red ratio, usual class: inhibitors | 340,000 compounds, 0.05% hits; active means well fitted inhibition curve with a large enough effect in the signal ratio, with a control signal flat, not every such curve was filed as active; inconclusive means small, poorly fitted or top-dose-only effect, or effect the other way, or a change in a side signal; the % refers to the signal ratio;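 further: potency means the concentration at half of the fitted maximal effect; plate controls were basal doxycycline-induced cells for no effect and cells given 10 µM MG132 for full effect; MG132 reads +100%, hits lower the ratio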
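TMD8 ABC-DLBCL cells carrying doxycycline-inducible green luciferase fused to IkappaBalpha plus unfused red luciferase were exposed to compounds (up to 46 uM) for 4 hrs at 37C. Activity came from the overlap-corrected green/red luminescence ratio.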
ELG1 DNA repair = inhibitors of ELG1-dependent DNA repair in HEK293T cells; HEK293T ELG1-luciferase reporter, luminescence, 16 h; DNA damage induced by 5-fluorouridine; Potency, µM (series often up to 46.1 µM), inactives show at the highest dose activity change, negative = inhibition, actives largely listed as inhibitors; 330,000 compounds, 2.3% hits; further: potency means the concentration at half of the fitted maximal effect; on the % scale 0 is the no-effect control and ±100 the full control effect; nearly all actives have a fitted effect of over 55% in size
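Quantitative HTS, concentration-response format. 2,000 cells/well co-treated with 5-fluorouridine and compound, 16 hr in 5% CO2 at 37 °C; ONE-Glo luminescence read after 30 min.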
AT treatment = potential ataxia-telangiectasia treatment. 320,000 compounds, 0.19% hits. AID 485349. Potency, µM (highest dose often 57.5 µM), inactives show top-dose activation, actives largely listed as activators. […] A-T fibroblasts, KAP-1 phosphorylation AlphaLISA; neocarzinostatin DNA damage 30 min before lysis; further: potency means the concentration at half of the fitted maximal effect; % of control where 0% means no effect; nearly all actives have a fitted effect of over 45% in size
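hTERT-immortalized A-T patient fibroblasts ([…]), 500 cells/well in OPTI-MEM, 1% FBS, got compounds for 60 min, then NCS for 30 min at 37C. Lysates were then assayed for phospho-KAP-1 by AlphaLISA (anti-pKAP1 donor, anti-KAP1 acceptor beads), 6 hr at 25C.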
Mito fusion yeast = blocks mitochondrial division or promotes mitochondrial fusion. Potency, µM (titrated, usually from 46.1 µM), without a hit: top-dose growth rescue (activation), most hits filed as activators. S. cerevisiae fusion-defective mutant growth rescue, CellTiterGlo 48 h. AID 485298. 320,000 compounds, 0.23% hits;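 further: potency means the concentration at half of the fitted maximal effect; % of control where 0% means no effect; nearly all actives have a fitted effect of over 45% in size; temperature-sensitive fusion mutants such as fzo1-1 at 37 °C on non-fermentable ethanol glycerol medium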
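Yeast fusion mutant, YPEG (non-fermentable carbon), compound, 48 h at 37C non-permissive; CellTiterGlo added, 10 min RT, luminescence read. Rescued growth = division inhibition.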
Integrin act MD = activators of alpha7 integrin expression for muscular dystrophy; alpha7betagal myoblasts, beta-gal FDG fluorescence, 48 h; Potency, µM (top dose mostly 38.3 µM), inactives show at the top dose activation, usual class: activators; 350,000 compounds, 0.064% hits;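 further: potency means the concentration at half of the fitted maximal effect; 100% = response of the positive control SU9516; nearly all actives have a fitted effect of over 60% in size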
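alpha7betagal+/- myoblasts (passage 13, 250/well) treated 48 h at 37C with compounds at 1:260 dilution of DMSO stock. Lysed, then beta-galactosidase activity read as FDG fluorescence (ex 480/em 540) after 30 min, with pre-read for autofluorescence.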
TSHR antag = human thyrotropin receptor antagonism; 330,000 compounds, 0.2% hits; activity change, negative = inhibition, % at 11.5 µM; TSHR-expressing cells, TSH-stimulated cAMP HTRF, 2 h; stronger effect = lower value; P16473;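 active means activity change below a set negative limit, meaning inhibition stronger than a set level, cut at about -70% in these data; inconclusive means activity change between two set negative limits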; further: on the % scale 0 is the no-effect control and ±100 the full control effect
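TSHR-expressing cells, 200/well, pre-treated with compound, then stimulated with EC80 TSH (4nM final) for 2 hours at 37 deg C. cAMP measured by competitive HTRF: anti-cAMP cryptate antibody in lysis buffer plus cAMP-d2, read after 30 minutes at room temperature.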
PTAP TSG101 blk = blocks PTAP/TSG101 interaction to inhibit HIV-1 budding; Fluorescence polarization, FITC-PTAP peptide / Tsg101 binding; Q99816; 340,000 tested, under 10 active; AID 493005; Potency, µM (top dose mostly 115 µM), inactives show top-dose activity change, negative = inhibition, hits mostly inhibitors; active means well fitted inhibition curve with a large enough effect in the main read-out, with a control signal flat, not every such curve was filed as active; inconclusive means small, poorly fitted or top-dose-only effect, or effect the other way, or a change in a side signal; inactive means no such curve, though single readings can be large or run the other way; further: potency means the concentration at half of the fitted maximal effect; % of control where 0% means no effect
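Fluorescence anisotropy tracks displacement of a FITC-tagged PTAP peptide (50 nM) from the Tsg101 binding domain (10 uM), following a 20 min room-temperature incubation at pH 7.5.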
TCR activator = activates T cell receptor signaling. primary human leukocytes, anti-CD3, IL-2 HTRF, 48 h. Potency, µM (series often up to 9.22 µM), for the others: top-dose activation of IL-2 secretion, most hits filed as activators. 330,000 tested, under 10 active; further: % of control where 0% means no effect
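48 hr co-incubation of compounds, a-CD3 beads and primary human leukocytes; IL-2 quantified homogeneously by HTRF with anti-IL-2 K and d2 conjugates.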
Eya2 phos inh = inhibitors of human Eya2 phosphatase activity; 330,000 compounds, 0.006% hits; Potency, µM (top dose mostly 76.9 µM), for the others: at the highest dose activity, negative = inhibition, hits mostly inhibitors; O00167; recombinant Eya2, OMFP fluorescence dephosphorylation (OMFP is methylfluorescein phosphate); AID 488837; further: potency means the concentration at half of the fitted maximal effect; on the % scale 0 is the no-effect control and ±100 the full control effect
Target sequence (O00167 whole entry, looked up): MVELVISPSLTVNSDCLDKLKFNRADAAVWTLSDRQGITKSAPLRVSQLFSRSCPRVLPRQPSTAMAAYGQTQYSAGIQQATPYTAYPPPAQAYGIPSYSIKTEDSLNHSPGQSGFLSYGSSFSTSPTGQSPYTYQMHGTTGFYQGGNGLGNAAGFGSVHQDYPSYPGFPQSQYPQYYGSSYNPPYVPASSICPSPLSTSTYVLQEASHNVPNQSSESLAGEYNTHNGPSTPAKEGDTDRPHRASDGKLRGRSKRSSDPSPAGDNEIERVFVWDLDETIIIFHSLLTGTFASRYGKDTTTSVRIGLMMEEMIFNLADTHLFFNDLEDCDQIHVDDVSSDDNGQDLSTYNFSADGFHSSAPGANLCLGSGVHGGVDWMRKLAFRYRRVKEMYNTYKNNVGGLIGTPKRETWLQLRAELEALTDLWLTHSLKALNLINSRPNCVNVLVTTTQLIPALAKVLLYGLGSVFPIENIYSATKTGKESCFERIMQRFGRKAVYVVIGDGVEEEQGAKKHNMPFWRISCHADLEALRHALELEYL
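Eya2 (0.2 uM) preincubated 10 min at ambient with compound, then OMFP substrate added at 50 uM; 10 min reaction in 50 mM HEPES pH 7.5, 50 mM NaCl, 5 uM MgCl2, 0.05% BSA, 1 mM DTT. Fluorescence read at Ex 485/Em 525 nm.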
ASM inhibitor = human S-ASM enzyme inhibition; P17405; placental ASM, HMU-PC fluorogenic substrate, 60 min; Potency, µM (series often up to 57.5 µM), inactives show at the top dose activity change, negative = inhibition, hits mostly inhibitors; 340,000 compounds, 0.006% hits; AID 504937; further: potency means the concentration at half of the fitted maximal effect
Target sequence (P17405 47-631 limits assumed): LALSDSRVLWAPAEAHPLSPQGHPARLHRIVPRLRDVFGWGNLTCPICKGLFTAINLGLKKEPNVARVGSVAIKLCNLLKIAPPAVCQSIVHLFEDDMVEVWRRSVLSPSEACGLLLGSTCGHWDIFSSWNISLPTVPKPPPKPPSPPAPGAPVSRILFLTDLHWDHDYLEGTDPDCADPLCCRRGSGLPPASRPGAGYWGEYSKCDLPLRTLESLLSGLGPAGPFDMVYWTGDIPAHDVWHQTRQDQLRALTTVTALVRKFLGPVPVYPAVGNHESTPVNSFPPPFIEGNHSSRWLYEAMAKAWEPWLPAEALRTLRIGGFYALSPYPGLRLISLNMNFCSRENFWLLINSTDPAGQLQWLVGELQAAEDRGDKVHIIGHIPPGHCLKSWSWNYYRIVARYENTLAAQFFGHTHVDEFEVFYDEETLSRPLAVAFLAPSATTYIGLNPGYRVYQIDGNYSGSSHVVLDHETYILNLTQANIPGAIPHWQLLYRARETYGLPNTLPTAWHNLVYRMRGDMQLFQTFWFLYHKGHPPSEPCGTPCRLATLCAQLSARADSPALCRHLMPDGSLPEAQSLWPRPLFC
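Fluorescence read-out (Ex 386 nm, Em 447 nm) after stopping the reaction at pH 10. Enzyme: ASM from human placenta; substrate HMU-PC0, 9 uM final; 60 min, 37 °C. Compound preincubation 10 min, ambient temperature.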
Tb PFK inh = blocks T. brucei phosphofructokinase; Potency, µM (series often up to 57.5 µM), without a hit: at the highest dose activity, negative = inhibition, actives largely listed as inhibitors; AID 485367; T. brucei PFK, ADP-Glo luminescence; 330,000 compounds, 0.17% hits;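 further: potency means the concentration at half of the fitted maximal effect; 0% = uninhibited 1x PFK enzyme wells and -100% = no-enzyme wells; nearly all actives have a fitted effect of over 60% in size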
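PFK 1.25 nM, F6P 0.5 mM, ATP 0.1 mM, 0.1 M TEA pH 8.0, 5 mM MgCl2, 0.01% Tween20, 0.1% BSA; 45 min RT. ADP-Glo readout. qHTS titration up to 57 uM; curves fitted, compounds curve-classed.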
* marks the source's active call; other numbers are inactive results; ? = inconclusive; nt = no result given; [ ] = another dose, or the depositor's remark. Unless noted, the call rests on the fitted dose curve; in most records, active means well fitted curve in the direction sought with a large enough effect; inconclusive means small, poorly fitted or top-dose-only effect, or another doubt; inactive means no such curve, though single readings can be large; an effect the other way counts as inactive or inconclusive. An unsorted share of the library; 3.2% or so of the library scored in one or more.

Screens in order – BCR signal inh | ELG1 DNA repair | AT treatment | Mito fusion yeast | Integrin act MD | TSHR antag | PTAP TSG101 blk | TCR activator | Eya2 phos inh | ASM inhibitor | Tb PFK inh
(1) CCOC(=O)N1CCN(c2cc(=O)n(-c3ccccc3Cl)c(=O)[nH]2)CC1
 : 4% | 10% | 1% | 0% | 17% | -6 | -2% | 1% | -13% | -3% | 8%
(2) O=[N+]([O-])/C(N=Nc1ccccc1)=N\Nc1ccccc1
 : ? | -9% | 0% | 0% | ? | -6 | -2% | -3% | -6% | 0% | 0%
(3) CC(C)OC(=O)CSc1nnc(-c2cnccn2)n1C
 : ? | ? | nt | -2% | -9% | 20 | 1% | 1%[46.1 µM] | 0% | 2% | -4%
(4) CCN(CC)c1nc(-c2ccccc2)ncc1S(=O)(=O)c1ccc(C)cc1
 : 26% | -25% | 4% | -3% | -20% | -13 | -7% | 1% | -7% | -4% | 0%
(5) C=CCn1c(SC(C)C(=O)Nc2ccc(F)c(F)c2F)nnc1C1CC1 (stereo not given)
 : 0% | 13% | -4% | 1% | 6% | 3 | -4% | -1% | -11% | 7% | 1%
(6) COc1ccc(CN2C(=O)N(c3ccccc3)C(=O)C2CC(=O)Nc2ccccc2)cc1OC (stereo not given)
 : -2% | -3% | 0% | -3% | 5% | -1 | -1% | 0% | -7% | 0% | 1%
(7) O=C(CNc1cccc(S(=O)(=O)N2CCCC2)c1)Nc1ccc(C(F)(F)F)cc1
 : -7% | -20% | 1% | -4% | -34% | -36 | -1% | 5% | -28% | -4% | 2%
(8) Cc1ccccc1NC(=O)Cc1nc(COC(=O)c2ccc(Cl)nc2)cs1
 : -1% | -2% | 6% | -9% | -33% | -6 | 0% | -3% | -23% | 4% | 0%
(9) COc1ccccc1C1=NN(C(=O)c2ccccc2)C(c2ccc(Br)cc2)C1 (stereo not given)
 : ? | 12% | 15% | -3% | 0% | 16 | -2% | 2% | -6% | -9% | -2%
(10) CCOc1ccc(-c2nc(C#N)c(NC3CC3)o2)cc1
 : ? | ? | 6% | 1% | -16% | 2 | -3% | -2% | -5% | 0% | 0%
(11) O=C(c1ccc(S(=O)(=O)N2CCCC2)cc1)N1CCN(Cc2ccc3c(c2)OCO3)CC1
 : 2% | ? | -7% | -3% | -1% | -2 | 0% | -1% | -16% | 6% | 1%
(12) O=c1c2cc(NC(=S)NC3CCCCC3)ccc2nc2n1CCCCC2
 : 7% | ? | 2% | -5% | -40% | 1 | -1% | 3% | -2% | -6% | -1%
(13) COc1ccccc1C(C)NC(=O)Cc1ccc(S(=O)(=O)N2CCOCC2)s1 (stereo not given)
 : -8% | -3% | 2% | -4% | -6% | 1 | -2% | -4% | 3% | -1% | -2%
(14) C=CCn1c(SCC(=O)NC2CCCC2)nnc1-c1ccccn1
 : -2% | 4% | 0% | 0% | 15% | 8 | nt | 1% | -6% | 9% | 0%
(15) Cc1cc(NC(=O)CSc2nncn2N)no1
 : 0% | -1% | -2% | -6% | -6% | -7 | -6% | 6% | 8% | 8% | -7%
(16) CCOC(=O)C(c1ccccc1)C(Nc1ccccc1)c1ccccn1 (stereo not given)
 : 6% | 0% | -4% | -1% | 29% | 3 | 0% | 3% | 6% | -6% | 1%
(17) CC1(C)CC(=O)C(C=Nc2cccnc2/N=C/C2=C(O)CC(C)(C)CC2=O)=C(O)C1
 : -7% | 2% | 2% | 5% | 24% | -3 | -5% | 11% | -7% | 2% | 0%
(18) COc1cccc(/C=N/NC(=O)C(=O)Nc2ccccc2OC(F)(F)C(F)F)c1
 : 1% | 5% | 10% | -2% | -21% | -1 | 1% | -5%[46.1 µM] | -3% | -1% | -3%
(19) CCCCOc1c(Br)cc(CNCCCN2CCOCC2)cc1OC
 : ? | -7% | -3% | -9% | -60%[inhibitor] | -8 | -2% | nt | -6% | -1% | 0%
(20) O=C(O)COc1ccc(-c2nccc(-c3ccccn3)n2)cc1
 : ? | ? | 2% | 8% | 5% | -2 | -1% | 1% | -17% | 4% | 16%

Some entries already given with just Eya2 phos inh:
entry	SMILES	Eya2 phos inh
13	COc1ccccc1C(C)NC(=O)Cc1ccc(S(=O)(=O)N2CCOCC2)s1 (stereo not given)	3%
19	CCCCOc1c(Br)cc(CNCCCN2CCOCC2)cc1OC	-6%
4	CCN(CC)c1nc(-c2ccccc2)ncc1S(=O)(=O)c1ccc(C)cc1	-7%
8	Cc1ccccc1NC(=O)Cc1nc(COC(=O)c2ccc(Cl)nc2)cs1	-23%
2	O=[N+]([O-])/C(N=Nc1ccccc1)=N\Nc1ccccc1	-6%

Carrying on.
Screens in order – BCR signal inh | ELG1 DNA repair | AT treatment | Mito fusion yeast | Integrin act MD | TSHR antag | PTAP TSG101 blk | TCR activator | Eya2 phos inh | ASM inhibitor | Tb PFK inh
(21) C=CCOC(=O)Cn1cnc2c(sc3nc(C)cc(C)c32)c1=O
 : -17% | 3% | 10% | 0% | -128%[inhibitor] | 4 | 2% | 0% | -21% | -4% | 1%
(22) Cn1cc(S(=O)(=O)N2CCOCC2)cc1C(=O)Nc1cccc(Cl)c1
 : ? | 0% | 6% | 0% | -7% | -1 | -3% | 1% | -2% | -5% | 0%
(23) O=C(CSc1nc2ccc(Cl)cc2[nH]1)NC1CCCc2ccccc21 (stereo not given)
 : 15% | ? | 1% | 25% | -4% | -16 | 2% | -9%[46.1 µM] | 1% | 0% | 4%
(24) CCOC(=O)C1=C(c2ccccc2)OC(N)=C(C#N)C1c1ccco1 (stereo not given)
 : -2% | 8% | -6% | -1% | 2%[7.66 µM] | -1 | -8% | nt | -5% | 2% | -4%
(25) CCN(CC)CCNC(=O)c1cc2cc3ccc(OC)cc3nc2o1
 : 1% | ? | -18% | -2% | -35% | -7 | -7% | -1% | -3% | 243%[activator] | 3%
(26) CCOc1ccc2c(c1)c1nnc(SCC(=O)N3CCCCC3C)nc1n2C (stereo not given)
 : 3% | ? | -6% | -5% | 4% | 2 | -2% | 2% | 4% | 0% | 4%
(27) O=C(O)c1ccc(S(=O)(=O)N2CCSCC2)cc1
 : 3% | -1% | -7% | -1% | 13% | 11 | 0% | -2% | 1% | -2% | 4%
(28) CCn1c(=O)c2c(nc3n2CC(C)CN3CCc2ccccc2)n(C)c1=O (stereo not given)
 : ? | ? | -25% | 17% | 14% | 17 | -4% | -24% | 2% | 2% | 1%
(29) O=C1N=C(N2CCN(Cc3ccccc3)CC2)S/C1=C/c1cccs1
 : 9% | 0% | 5% | -13% | 2% | 18 | -6% | -2% | -6% | -2% | -23%
(30) C/C(=N/OCC(=O)Nc1ccccc1)c1cccs1
 : ? | ? | 4% | -1% | 7% | -32 | 1% | 0% | -22% | -1% | -7%
(31) C[C@@H]1CN(C2CCN(Cc3nc(C(c4ccccc4)c4ccccc4)no3)CC2)C[C@H](C)O1
 : -12% | -4% | 2% | -2% | ? | -4 | 2% | -3% | -2% | 3% | 3%

Arranged by value in TCR activator (highest first): three from the list above
# | Compound | BCR signal inh | Mito fusion yeast | Integrin act MD | TSHR antag | PTAP TSG101 blk | TCR activator | Eya2 phos inh | ASM inhibitor | Tb PFK inh
30 | C/C(=N/OCC(=O)Nc1ccccc1)c1cccs1 | ? | -1% | 7% | -32 | 1% | 0% | -22% | -1% | -7%
25 | CCN(CC)CCNC(=O)c1cc2cc3ccc(OC)cc3nc2o1 | 1% | -2% | -35% | -7 | -7% | -1% | -3% | 243%[activator] | 3%
27 | O=C(O)c1ccc(S(=O)(=O)N2CCSCC2)cc1 | 3% | -1% | 13% | 11 | 0% | -2% | 1% | -2% | 4%
